# Pf Dd2 growth: qHTS Primary assay for Inhibitors of Plasmodium falciparum Dd2 growth in vitro; Potency, µM (doses to about 28.9 µM), inactives show top-dose activity, negative = inhibition, hits mostly inhibitors; AID 1347417, 2020; P. falciparum Dd2 growth, SYBR Green, 72 h; 120,000 compounds, 4.3% hits; active means well fitted inhibition curve with a large enough effect; inconclusive means small, poorly fitted or top-dose-only effect; inactive means no such curve, though single readings can be large or run the other way;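 further: plate controls were DMSO vehicle for no effect and reference drug for full effect; nearly all actives have a fitted effect of over 65% in size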
#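 Readout: SYBR Green fluorescence, 485 nm excitation, 535 nm emission, after ~16 h lysis at 37C. Before that, Dd2-infected red cells (2.5% hematocrit) grew 72 h with compound, 29 uM top final concentration.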
# Numbers without * were called inactive; i = inactive; ? = inconclusive; [ ] = another dose, or the depositor's remark. Potency means the concentration at half of the fitted maximal effect.
SMILES,Pf Dd2 growth
COCC1CN(Cc2ccc(OC)cc2)CC12CCNCC2 (stereo unspecified),-2.8%
CN(C)[C@@H]1CN(C(=O)c2ccccc2Cl)C[C@H]1CO,-6.1%
COc1ccc(C(=O)N2CCCC3(C2)NC(=O)N(Cc2cccc(Cl)c2)C3=O)cc1F (stereo unspecified),?
CO[C@H]1C(=O)N(C(C)C)[C@H]1C1CCN(S(=O)(=O)c2cccc(F)c2)CC1,-13.0%
O=C(Nc1ccc(F)cc1)C1CCN(c2cc(C(F)(F)F)ncn2)CC1,i
COc1ccc(Cl)cc1-c1ccc2c(c1)C(=O)N1CCN(C(=O)CC(C)(C)C)C[C@@H]1C(=O)N2,i
CCC12CN3CC(CC)(CN(C1)C3c1cccc(OC)c1O)C2=O (stereo unspecified),32.3%[activator]
COCCN[C@@H]1C[C@@H]2c3[nH]c4ccccc4c3C[C@@H](C(=O)OC)N2[C@H](c2ccc(F)c(F)c2)C1,?
O=C(Cc1ccccc1)N1CCCC1c1nc(CCOCC2CC2)no1 (stereo unspecified),-5.2%
O=C1Nc2ccccc2C12CCN(S(=O)(=O)c1ccccc1)C2 (stereo unspecified),-16.5%
CCn1nccc1C(=O)N1C[C@@H](COC)[C@H](c2nc(C3CC3)no2)C1,33.2%[activator]
CCCN1CCN(c2ncnc3sc(C(=O)Nc4cccc(Cl)c4C)c(C)c23)CC1,?
CCn1nccc1C(=O)N1CCC(Cc2nc(-c3ccccc3)n[nH]2)C1 (stereo unspecified),-23.0%
O=c1c2nc(-c3cccnc3)ccc2ncn1-c1ccc(F)cc1F,i
CCCCNCc1ccc(OCC(O)CN2CCSCC2)c(OC)c1 (stereo unspecified),-28.6%
COc1ccc(CN2CCCC(COc3ccccc3C(=O)NC(C)C)C2)c(OC)c1 (stereo unspecified),?
CC(C)S(=O)(=O)N1CCC(N(Cc2cccnc2)C2CCOCC2)CC1,15.8%
Cc1cccc(-c2nc(CS(=O)CC(=O)NCc3ccc(Cl)cc3)c(C)o2)c1 (stereo unspecified),-0.9%
COc1ccccc1CNC(=O)c1cc2cc(S(=O)(=O)N3CCCCC3)ccc2n1C,24.5%
Cn1cc(S(=O)(=O)N2CCCCCC2)cc1C(=O)N1CCN(c2ccc(Cl)cc2)CC1,4.4%
COC(=O)CNC(=O)c1cc(-c2ccc(Cl)cc2Cl)c2cccn2n1,?
CN(Cc1cc(C[C@@H]2C[C@H](NCc3ccccn3)C2(C)C)no1)c1ccccc1,-23.1%[44.1 µM]
Cc1cc(C)cc(C(=O)N2CC(=O)Nc3ccc(Br)cc3C2c2ccccc2)c1 (stereo unspecified),?
COC(=O)c1cccc(C(=O)N[C@H]2CO[C@H]3[C@@H]2OC[C@H]3OC(=O)Nc2ccc(Oc3ccccc3)cc2)c1,-24.9%
COc1ccc(-c2nc3ccccc3n3c(-c4ccccc4)c4c(=O)n(C)c(=O)n(C)c4c23)cc1OC,?
O=C(NCC1CC1)c1cn(C2CN(C(=O)Nc3ccccc3F)C2)nn1,22.4%
COC(=O)c1sccc1S(=O)(=O)N(CC(=O)Nc1ccccc1C)c1ccc(Cl)cc1,12.3%
COc1ccccc1CN1CCn2c(nn(-c3ccc([N+](=O)[O-])cc3)c2=O)C1,?
CC(=O)Nc1c(C)nn(-c2ccccc2)c1N1CCC(C(=O)Nc2ccc(Cl)cc2C)CC1,?
CC(C)(C)c1ccc(OCC(=O)Nc2ccc(C(=O)OC3CCCCC3)cc2)cc1,1.5%
COc1ccc(-c2nn(-c3ccccc3)cc2C2NC(=O)NC(C)=C2C(=O)OC(C)C)cc1OC (stereo unspecified),-20.5%
CN(C)C(=O)CN1CCCC(CO)(CC2CC2)C1 (stereo unspecified),-19.8%
CCCn1cc(-c2ccncc2)cc1C(=O)NCc1ccc(C)o1,-0.6%
O=C(CCC[C@H]1NC[C@@H]2CC1CN(Cc1ccccc1)C2)NCCCN1CCOCC1,8.3%
O=C(Cc1ccccn1)N1CCc2nc(-c3ccccc3)nc(-c3ccc(Cl)cc3)c2C1,?
O=C([C@@H]1C[C@H](F)CN1S(=O)(=O)Cc1ccc(Cl)cc1)N1CCCCC1,32.3%[activator]
CCN1C(=O)CN(C(=O)c2ccoc2)CC12CCOCC2,i
CCOC(=O)c1cnc(N2CCN(c3cccc(C)c3C)CC2)c2ccccc12,-17.6%
COC(=O)c1ccc(CN(Cc2ccc(OC)c(OC)c2)S(=O)(=O)c2cc(C(=O)Nc3cccc(C)c3)ccc2F)cc1,?
CCCSc1nnc(NC(=O)Cc2coc3cc(C)ccc23)s1,-4.3%
Cc1nnc2c(N3CCN(c4ccccc4)CC3)nc3ccc(C(=O)c4ccccc4)cc3n12,?
COc1ccc(CN2CCOC[C@H](Oc3ccccc3)C2)cc1,7.08µM*
CCC(=O)N1CCc2c(C(=O)NCc3ccncc3)cccc21,10.2%
CCN1CCN(C(=O)C2CCN(C(=O)N3CC4CC(C3)[C@H]3CCCC(=O)N3C4)CC2)CC1 (stereo partly specified),-10.9%
CS(=O)(=O)N1CCc2cc(C(=O)Nc3ccc(Cl)c(C(F)(F)F)c3)ccc21,-7.3%
CCS(=O)(=O)N1CCCC(c2nc(C(C)C)no2)CCNC(=O)CC1 (stereo unspecified),14.5%
CCOc1ccc(CCNC(=O)c2ccc3c(c2)N(Cc2ccccc2)C(=O)c2ccccc2S3=O)cc1OCC (stereo unspecified),i
O=C(NCc1ccnc2[nH]ccc12)c1ccncc1,31.9%[activator][44.1 µM]
CS(=O)(=O)N1Cc2ccccc2CC2(CCN(Cc3ccncc3)C2)C1 (stereo unspecified),-25.7%
CCN1c2cc(C(=O)NCc3ccc(F)cc3Cl)ccc2C(=O)N2CCCCC21 (stereo unspecified),i
Cc1cccc(OCC(=O)N2CCC(c3n[nH]c(=O)n3Cc3ccc(F)cc3)CC2)c1,11.2µM*
Cc1noc(C)c1S(=O)(=O)N1CCCC(Cn2c(C3CC3)nc3cccnc32)C1 (stereo unspecified),i
CN(C)CCNC(=O)c1ccc2c(c1)C1(CCCN(CC3CC3)C1)CN2C (stereo unspecified),-26.6%[44.1 µM]
O=C(Cc1ccccc1)N1CCC2(CC1)CC(N(C(=O)c1ccccc1)C1CC1)CCO2 (stereo unspecified),?
Cc1cc(OCC(=O)N2CCC(c3nc4ccccc4s3)CC2)ccc1Cl,61.3%[activator]
C#C[C@H]1CN2CC[C@H]1C[C@@H]2CNS(=O)(=O)c1ccc(NC(C)=O)cc1,-6.0%[44.1 µM]
O=C(NCc1ccccc1Br)C1CCCN(C(=O)N2CCOc3ccccc32)C1 (stereo unspecified),-7.0%
O=C(CC[C@H]1NC(=O)c2ccccc2NC1=O)NCCn1ccc2c(Cl)cccc21,?
O=C1CCN(C(=O)c2ccccc2)CCCC(C(=O)NCCc2ccccc2)CCN1 (stereo unspecified),0.5%
COc1ccc(OC)c(NC(=O)c2cc3c(s2)-c2ccccc2SC3)c1,2.4%

# Grouped by structure: the compounds so far with bromine.
SMILES,Pf Dd2 growth
Cc1cc(C)cc(C(=O)N2CC(=O)Nc3ccc(Br)cc3C2c2ccccc2)c1 (stereo unspecified),?
O=C(NCc1ccccc1Br)C1CCCN(C(=O)N2CCOc3ccccc32)C1 (stereo unspecified),-7.0%

# Following part.
SMILES,Pf Dd2 growth
O=C(CSc1nc2ccccc2nc1Cc1ccc(Cl)cc1)N1CCCCC1,-12.6%
CCCCOc1ccc(C(=O)Nc2onc3c2CCCC3)cc1,58.7%[activator]
O=C(NC1CCCc2c1[nH]c1c(Cl)cccc21)c1ccc2c(c1)OCO2 (stereo unspecified),i
O=C(CCC1N=C2c3ccccc3N=C(SCc3cccc(F)c3)N2C1=O)NCCc1ccccc1 (stereo unspecified),18.4%
O=c1c2nc(OCc3ccc4c(c3)OCO4)ccc2ncn1-c1ccccc1,i
CC1(CNC(=O)c2ccc3c(c2)OCO3)CCOCC1,1.2%
CCOC(=O)c1cc(-c2ccccc2)n(CC(=O)Nc2ccc(OC)cc2OC)c1C,42.5%[activator]
C=CCNC(=O)O[C@@H]1CC[C@]2(C)C(CC[C@@H](O)[C@H]2CC(=O)N2CCC[C@H]2CO)[C@]1(C)CO (stereo partly specified),0.6%
CN(C)C(=O)[C@H]1CN2CCC1C[C@@H]2Cn1cc(-c2cccc(N)c2)nn1 (stereo partly specified),-4.9%[44.1 µM]
CCOc1cccc(CN2CCCCC23Cc2ccccc2CNC3=O)c1 (stereo unspecified),?
O=C(Cn1c(=O)n2nc(-c3ccccc3)nc2c2ccccc21)Nc1ccccc1C(F)(F)F,20.6%
Cc1ccc2c(c1)NC(=O)C(CC(=O)Nc1cc(Cl)ccc1C)O2 (stereo unspecified),2.0%
COc1ccc(OC)c(NC(=O)c2csnn2)c1,-4.1%
Cc1noc([C@@H]2CC(F)(F)CN2C(=O)c2ccc(C#N)cc2)n1,28.3%
CNC(=O)N1CCC(C2CCN(C(=O)CCc3ccc(OC)cc3)C2)CC1 (stereo unspecified),-6.1%
Cc1cn2c(=O)cc(COC(=O)c3cccc(NC(=O)C(C)Oc4ccccc4)c3)nc2s1 (stereo unspecified),i
Cc1ccc(C)c(NC(=O)N2CCC(Oc3ncccc3C(=O)N(C)C)C2)c1 (stereo unspecified),-24.7%
O=C(NC1CCCc2ccccc21)c1ccc2c(c1)sc1nc(-c3ccc(F)cc3)cn12 (stereo unspecified),i
O=C(CC1CCOC2(CCN(S(=O)(=O)Cc3ccccc3)CC2)C1)N1CCCC1 (stereo unspecified),i
CC(=O)Nc1cccc(-c2cnc3[nH]cc(CC(=O)N4CCOCC4)c3c2)c1,16.5%[44.1 µM]

# Laid out differently: entries from further up.
structure	Pf Dd2 growth
CCOc1cccc(CN2CCCCC23Cc2ccccc2CNC3=O)c1 (stereo unspecified)	?
O=C(CSc1nc2ccccc2nc1Cc1ccc(Cl)cc1)N1CCCCC1	-12.6%
O=C(Cn1c(=O)n2nc(-c3ccccc3)nc2c2ccccc21)Nc1ccccc1C(F)(F)F	20.6%
CNC(=O)N1CCC(C2CCN(C(=O)CCc3ccc(OC)cc3)C2)CC1 (stereo unspecified)	-6.1%

# Next part.
SMILES,Pf Dd2 growth
CCN(CC)c1ccc(NS(=O)(=O)c2cc(-c3cc(C)no3)ccc2C)c(C)c1,14.3%
Cc1cnc(C(=O)NC2C[C@H]3CC[C@@H](C2)N3C(=O)CCCc2ccccc2)cn1 (stereo partly specified),i
CCc1ccc(NC(=O)Cn2cccc2-c2nc(-c3ccc(OC)c(F)c3)no2)cc1,2µM*
Cc1[nH]c2ccccc2c1CN1CCc2nc(N3CCN(C)CC3)[nH]c(=O)c2CC1,12.3%[5.79 µM]
Cc1ccc(C(=O)Nc2ccc(OCc3cc(=O)n4c5c(sc4n3)CCCC5)cc2)cc1,56.9%[activator]
COc1ccc(C2CC(=O)c3cc(-c4nc(-c5cccc(Cl)c5)cs4)c(=O)[nH]c3C2)cc1OC (stereo unspecified),?
CCCOCC(=O)N1CCCC(c2cc(N3CCCC3)nc(C)n2)C1 (stereo unspecified),-4.6%
CC(C)CC(=O)N1CCC(CC(=O)NCc2ccccc2)C1 (stereo unspecified),47.5%[activator]
Cn1cc(-c2cnc3[nH]cc(CC(=O)NC4CCC4)c3c2)cn1,i
COc1cc(-c2cc3n(C)c(C)c(CCC(=O)NC4CCC(C)CC4)c(=O)n3n2)cc(OC)c1OC (stereo unspecified),?
COc1ccc(-c2cc3ccc(O)c(CN4CCCC4)c3oc2=O)cc1OC,3.98µM*
CNCCN1C(=O)CC[C@H]2CN(C(=O)N3CCOCC3)CC[C@H]21,-7.1%
COc1ccc(-n2cc(-c3ccccc3)nc2SCC(=O)Nc2ccccc2C)cc1,?
O=C(NCc1ccccc1)N1CCc2c(sc3c2CCCC3)C1c1ccccc1 (stereo unspecified),?
COc1ccccc1C(=O)NC1CCN(C(=O)c2cc3c(=O)[nH]c(C)cn3n2)CC1,?
CCCOc1ccc(CNC(=O)[C@@]23CCCC[C@H]2N(C)C(=O)CC3)cc1,-15.5%
Cc1c(Cl)cccc1NC(=O)Nc1nnc(N(C)C2CCCCC2)s1,?
COc1ccc(CN2CC[C@@H]3[C@H]2C(=O)NC[C@H](CCC(=O)NCc2cccs2)N3C)cc1,?
Cn1cnc2cc(C(=O)N[C@@H]3COCC[C@@H]3OCc3cscn3)ccc21,-18.5%
O=C1Nc2ccc(-c3ccc(Cl)cc3)cc2C(=O)N2CC[C@H](NC(=O)N3CCOCC3)[C@@H]12,1.7%
COc1ccc(CCC(=O)NCc2ccc3c(c2)CCN3C(=O)c2cccc(C)c2)cc1,?
O=C(CC1Oc2ccc(Cl)cc2NC1=O)NCc1ccccc1 (stereo unspecified),-1.1%
CN(C)C[C@@H]1CN(C)C[C@H]1NC(=O)c1cc(F)ccc1Cl,7.7%
Cc1nc2ccccc2n1CCc1nc2c3ccccc3nc(SCC(=O)Nc3cccc(C(F)(F)F)c3)n2n1,i
N#Cc1cccc(NC(=O)Cn2ccn3nc4c(c3c2=O)CCCC4)c1,?
CC(=O)c1ccc(NC(=O)c2sc(-n3nc(C)c(Cc4ccccc4)c3C)nc2C)cc1,-14.7%

# Reformatted: 4 of the compounds above.
compound | Pf Dd2 growth
Cc1nc2ccccc2n1CCc1nc2c3ccccc3nc(SCC(=O)Nc3cccc(C(F)(F)F)c3)n2n1 | i
COc1ccc(CCC(=O)NCc2ccc3c(c2)CCN3C(=O)c2cccc(C)c2)cc1 | ?
O=C(CC1Oc2ccc(Cl)cc2NC1=O)NCc1ccccc1 (stereo unspecified) | -1.1%
CN(C)C[C@@H]1CN(C)C[C@H]1NC(=O)c1cc(F)ccc1Cl | 7.7%

# High-throughput results from PubChem BioAssay.

# The list is partial (hit frequency here may not be typical).
